proCasp7 act: counter-screen for procaspase-3 activators: activators of human procaspase-7 | P55210 | recombinant procaspase-7, Ac-DEVD-pNA absorbance 405 nm; D23A/D198A/D206A triple mutant, cannot self-cleave; scale: DMSO 0, 5 µM enzyme 100 | activation, % at 8.5 µM | actives 0.093% (n = 330,000);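 active = percent activation above the screen-wide mean plus 3 SD, cut at about 25% in these data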
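Material: Procaspase-7 triple mutant (PC-7 D3A) | Quantity: 2 µM procaspase-7 mutant as dispensed | Reagent: DEVD-pNA substrate | Times: 1 h preincubation, 2 h reaction | Technique: 405 nm absorbance of p-nitroaniline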
Efflux pump mplx: antifungal efflux pump inhibition, Nile Red retention. AID 485275. actives 0.44% (n = 330,000). inhibition, % at 10 µM. S. cerevisiae Candida pump triplex;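 active = plate passing quality check with inhibition over a set limit, or well fluorescence over plate mean plus 4 SD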;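 also: Nile Red retained in pooled yeast measured as flow cytometry median fluorescence; 0% = buffer negative control and 100% = Enniatin B positive control; higher means more Nile Red kept so more efflux inhibition; some compounds called inactive have numbers as strong as hits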
PP1 inh: PP1-alpha (human) inhibition in PP5 counter-screen; P62136; purified PP1alpha, OMFP fluorescence; inhibition, % at 6.7 µM; actives 0.9% (n = 320,000); AID 2235;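 active = inhibition above the mean inhibition of all tested compounds plus 3 SD, computed separately for each screening campaign, cut at about 15% in these data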
PP5 inh: inhibitors of human protein phosphatase 5 (PP5); inhibition, % at 6.7 µM; actives 0.18% (n = 320,000); purified PP5c, OMFP substrate fluorescence; P53041;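 active = inhibition above the campaign's mean inhibition across all tested compounds plus 3 SD, cut at about 9.5% in these data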;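 also: 0% = DMSO only and 100% = 100 µM cantharidin control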
Target sequence (P53041 whole entry, looked up): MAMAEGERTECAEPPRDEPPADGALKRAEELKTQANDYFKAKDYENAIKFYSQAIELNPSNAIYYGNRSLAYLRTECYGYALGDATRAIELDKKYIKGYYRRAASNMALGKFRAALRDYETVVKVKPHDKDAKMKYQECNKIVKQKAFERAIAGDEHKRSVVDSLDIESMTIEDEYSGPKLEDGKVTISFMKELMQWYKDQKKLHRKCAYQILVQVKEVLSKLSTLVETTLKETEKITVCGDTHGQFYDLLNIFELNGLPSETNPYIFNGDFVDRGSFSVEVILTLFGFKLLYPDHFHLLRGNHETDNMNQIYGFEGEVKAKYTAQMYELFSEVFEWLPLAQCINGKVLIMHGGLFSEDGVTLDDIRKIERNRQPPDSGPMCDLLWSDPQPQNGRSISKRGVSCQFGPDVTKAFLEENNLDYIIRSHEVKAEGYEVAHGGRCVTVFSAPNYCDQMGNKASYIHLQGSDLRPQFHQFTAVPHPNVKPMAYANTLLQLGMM
TPT1 inh: inhibitors of Candida albicans tRNA 2'-phosphotransferase TPT1; recombinant caTPT1, FP RNA substrate dephosphorylation; AID 1962; inhibition, % at 5 µM; actives 0.81% (n = 300,000);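 active = inhibition above the mean of all tested compounds plus 3 SD, set per screening campaign, cut at about 24% in these data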;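 also: plate controls were DMSO alone for no effect and ferristatin control at 100 nM for full effect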
CTSL1 counter: cathepsin L1 inhibition, PFM18AAP counter-screen. recombinant F. hepatica cathepsin L1, Z-Leu-Arg-MCA fluorescence. inhibition, % at 5.96 µM. actives 0.49% (n = 300,000). AID 1906;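 active = inhibition above the mean of all tested compounds plus 3 SD, set per screening campaign, cut at about 17% in these data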;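 also: 0% = plate median of test compound wells and 100% = 1 µM Z-Phe-Ala-diazomethylketone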
GASC-1 inh: human JMJD2C demethylase inhibition; Q9H3R0; GST-JMJD2C(1-420) H3K9me3 demethylation, DELFIA europium; inhibition, % at 2.35 µM; actives 0.069% (n = 330,000);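 active = more than half of a compound's replicate wells show inhibition beyond 50%, single wells judged on their own value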;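 also: signal counts dimethyl H3K9 product captured on neutravidin plate; 0% = median of DMSO wells and 100% = 0.3 times that DMSO median; strong numbers were not always called active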
Target sequence (Q9H3R0 1-420 limits assumed): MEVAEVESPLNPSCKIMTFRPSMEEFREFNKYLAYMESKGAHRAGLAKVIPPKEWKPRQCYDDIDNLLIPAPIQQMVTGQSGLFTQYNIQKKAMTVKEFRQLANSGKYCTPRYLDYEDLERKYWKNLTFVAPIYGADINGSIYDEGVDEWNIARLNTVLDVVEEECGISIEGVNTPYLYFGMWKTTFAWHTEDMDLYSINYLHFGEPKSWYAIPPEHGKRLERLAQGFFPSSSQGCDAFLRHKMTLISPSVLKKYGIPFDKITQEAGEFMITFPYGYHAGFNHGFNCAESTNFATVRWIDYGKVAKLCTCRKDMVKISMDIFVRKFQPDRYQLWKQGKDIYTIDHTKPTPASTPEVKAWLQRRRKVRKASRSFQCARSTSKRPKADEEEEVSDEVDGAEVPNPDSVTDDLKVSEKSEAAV
HCV core dimer: blocks dimerization of HCV core protein. inhibition, % at 5 µM. actives 0.33% (n = 300,000). TR-FRET GST/Flag-core106 dimerization, 1536-well;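 active = inhibition above the mean of all tested compounds plus 3 SD, set per screening campaign, cut at about 45% in these data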
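Assay system: GST-tagged and Flag-tagged HCV core protein residues 1-106 / Times: compound-protein-antibody incubation 4 h at 22.5 °C / Signal: time-resolved FRET, ex 340 nm, em 617 and 671 nm / Evaluation: % inhibition based on acceptor/donor emission ratio / Benchmarks: wells lacking GST-core106 and wells with excess unlabelled core106 / Repeats: singlicate, one well per compound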
procasp3 activ: activators of human procaspase-3. P42574. recombinant procaspase-3 D3A, Ac-DEVD-pNA absorbance 405 nm. activation, % at 8.5 µM. actives 0.11% (n = 330,000). AID 463141;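 active = activation above the mean of all tested compounds plus 3 SD, cut at about 21% in these data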;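 also: 0% = DMSO alone and 100% = DMSO wells spiked with extra 5 µM PC-3 D3A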
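Test system: Procaspase-3 D3A mutant, all three cleavage aspartates alanine | Dosing: Single dose, 8.5 µM nominal compound, 0.8% DMSO | Schedule: 1 h preincubation, 2 h reaction | Technique: 405 nm absorbance of p-nitroaniline, reads at 0 and 120 min | Repeats: One well per compound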
* marks the source's active call; other numbers are inactive results; i = inactive; . = no result given; & = joins results of further samples.

SMILES	PP5 inh	GASC-1 inh	proCasp7 act	Efflux pump mplx	TPT1 inh	CTSL1 counter	HCV core dimer	PP1 inh	procasp3 activ
CCOc1c2ccc(C(=O)NCc3cc(C(F)(F)F)cc(C(F)(F)F)c3)cc2nn1C	7.3	4	0	0.1	-3	4	2	6	12
CCN(Cc1ccccc1)c1ccc(N=Nc2nn(C)c(C)c2[N+](=O)[O-])cc1	3.9	3	0	0.1	0	3	-12	6	-2
Cc1ccccc1SCC(=O)OCC(=O)NCc1ccccc1	.	3	-2	0.1	.	.	.	.	2
CCCc1cc(=O)[nH]c(SCCN2C(=O)c3ccccc3C2=O)n1	-1.0	-3	8	-0.1	0	-4	2	3	2
CCN1CCc2nc(NC(=O)c3ccccc3)sc2C1	1.1	4	4	0.0	11	-2	1	0	-3
O=[N+]([O-])/C(C(Cl)=C(Cl)Cl)=C(/NC1CC1)Sc1ccccc1	3.7	3	-13	0.0	-5	-2	-4	-1	-3
O=C(Nc1cccc(C(F)(F)F)c1)C(Sc1cccc[n+]1[O-])c1ccccc1 (stereo unspecified)	2.6	-4	-6	0.2	-2	7	-5	-7	-15
Cc1ccc(C(=O)NCC(=O)Nc2ccc(F)c(F)c2F)cc1	1.5	-22	-7	-0.2	0	2	2	-1	3
CCOC(=O)C1CCN(C2=NC(=O)/C(=C/c3ccc(O)cc3)S2)CC1	1.9	15	-2	-0.1	3	-1	0	-1	-4
O=C(COC(=O)c1ccccc1Br)Nc1cccnc1Cl	.	2	-6	0.3	.	.	.	.	10
Cc1ccc(C)c(N2CCN(c3ccncc3N)CC2)c1	3.6	3	-3	0.3	-2	1	-2	1	0
c1ccc(CSc2ccc(-c3cccs3)nn2)cc1	0.5	-4	-4	0.1	-2	1	6	2	-9
COc1ccc(CCNC(=O)C2CC=CCC2C(=O)O)cc1 (stereo unspecified)	0.6	-9	-2	-0.1	1	3	1	-5	4
Cc1nn(CC(=O)c2ccc(Cl)s2)c(C)c1[N+](=O)[O-]	-1.1	-21	3	0.1	43*	0	11	-8	4
Cc1sc(NC(=O)c2ccco2)nc1-c1ccc2c(c1)CC(C)N2C(=O)C1CC1 (stereo unspecified)	1.1	-5	-16	-2.6	2	-3	19	-3	4
CCOC(=O)C1(CC2CC2)CCN(C(=O)c2ocnc2C)CC1	-0.3	66	6	-0.1	2	8	-3	-4	2
Cc1ccc(NC(=O)CCn2c(=S)oc3ccccc32)cc1	2.3	-13	10	0.0	0	1	4	0	-1
O=C(Oc1cccnc1)c1ccc(Cl)c(Cl)c1	2.0	-12	2	-0.1	-3	0	-7	-1	-5
O=C(COC(=O)c1ccccc1O)Nc1ccc(S(=O)(=O)N2CCCCC2)cc1	2.3	-21	3	0.1	-5	-3	7	2	5
CC(C)(C)NC(=O)C(=O)N/N=C/c1cccs1	1.4	-22	15	-0.1	-1	1	-5	0	-1
CCOc1ccc(-c2cnc(NCc3cccc4ccccc34)n2CCOC)cc1	1.9	0	10	0.2	-2	-1	12	2	0
CC(NS(C)(=O)=O)C(c1cccs1)N1CCN(Cc2ccccc2)CC1 (stereo unspecified)	0.0	-6	3	0.0	1	3	-5	-3	9
CCC(C)c1ccc(C(C)NC(=S)NCc2ccc(F)cc2)cc1 (stereo unspecified)	2.1	9	3	0.1	-1	1	2	5	1
CN(C)CCCNc1nc(N)c([N+](=O)[O-])c(NC2CCCCC2)n1	-0.8	1	-8	0.1	2	3	4	-2	2
CC1CCCCC1NC(=O)CSCC(=O)O (stereo unspecified)	0.5	1	-1	-0.1	1	0	-2	-4	-3
Fc1ccc(NCc2n[nH]c(=S)n2Cc2ccccc2)cc1	-5.1	-57	-27	0.4	5	-2	2	7	-21
Cc1ccc(Cl)cc1NC(=O)CC1NC2CCCCC2NC1=O (stereo unspecified)	-0.3	-7	7	0.0	-5	-1	-4	-1	8
CCOC(=O)c1ccccc1NC(=O)CSc1nnc(COc2ccccc2)n1CC	2.9	-26&10	1	0.3	0	4	6	1	0
CN1CCCC(OC(=O)c2cc(Br)ccc2Cl)C1 (stereo unspecified)	-0.3	4	-3	0.0	0	-1	1	-4	-2
O=C1CSC(=Nc2cccc(Cl)c2Cl)N1	0.0	5	1	0.3	-1	1	6	0	-2
CN1CCN(C(=O)CSc2ccc(C(F)(F)F)cc2[N+](=O)[O-])CC1	3.3	-6	-13	14*	-2	0	-10	4	-2
Nc1scc[n+]1Cc1cccc2cccnc12	0.8	-14	0	-0.1	0	-5	-7	-5	10
CC1(C)CC(NS(=O)(=O)c2ccc(Cl)cc2)CC(C)(C)N1	1.6	0	7	0.0	-1	2	-2	1	-1
O=C(c1ccncc1)N1CCN(C(=O)c2ccco2)CC1	-0.5	-6	11	0.0	-3	-1	-1	-1	-11
CN(Cc1c(F)cccc1Cl)C(=O)CCc1c[nH]c2ccccc12	3.4	-14	-5	0.1	-3	3	5	0	-5
CCS(=O)(=O)NCC(c1cccnc1)N1CCN(c2ccc(OC)cc2)CC1 (stereo unspecified)	1.9	2	9	0.0	-4	-5	-3	-3	18
C/C(N)=C(/C#N)C(=O)COC(=O)c1ccccc1C(=O)c1ccc(C)cc1	2.1	-32	3	-0.1	4	0	-2	-1	-3
O=C(NCc1ccccc1)C(=O)NCC1CCCN1S(=O)(=O)c1cccs1 (stereo unspecified)	0.1	-5	8	0.0	3	-1	4	-4	2
COc1ccccc1CNC(=O)COC(=O)c1ccc(S(=O)(=O)N2CCCCC2)cc1	.	7	3	0.1	.	.	.	.	4
Brc1c(CSc2nncn2-c2ccccc2)nc2sccn12	3.0	-2	-7	0.1	0	3	2	-1	5
COc1ccc(S(=O)(=O)N2CCCCCC2)cc1C(=O)N(C)Cc1ccc(C)cc1	1.4	5	-8	0.1	-2	-4	10	2	9
c1ccc(N2CCN(c3ccccc3)C2c2cccs2)cc1	0.8	3	11	-0.1	-2	0	0	0	-6
Oc1ccc2ccccc2c1CN1CCOCC1	-1.5	-2	-31	0.1	1	-2	-4	-5	-12
O=C(Cc1cccc(NC(=O)C2CCN(C(=O)C3CCC3)CC2)c1)Nc1cccc(C(=O)N2CCCC2)c1	1.2	.	1	0.3	.	.	.	0	6
CN(CC(=O)NCCCn1ccnc1)S(=O)(=O)c1ccc(Cl)cc1	.	3	-8	0.6	.	.	.	.	5
CC(C(=O)Nc1ccccc1C(F)(F)F)N1CCN(C)CC1 (stereo unspecified)	3.1	-1	-2	-0.1	-2	-5	-3	-1	4
Cc1ccc(CNC(=O)Cc2csc(Nc3nc(=S)[nH]c4ccccc34)n2)cc1	2.7	6	-12	0.2	1	3	9	3	-9
S=C(NCCc1ccccc1)N1CCCC1	-2.8	-42	-2	0.0	1	-1	0	-1	7
CCOC(=O)c1cnc2c(C)cc(Cl)cc2c1N1CCN(C)CC1	2.2	-8	-2	-0.2	-3	1	-3	1	3
Cc1ccc(-c2nc(=S)c3c(n2Cc2ccco2)CC(C)(C)OC3)cc1	1.3	-4	-2	-0.2	-2	1	43	0	-10

Continued.
SMILES	PP5 inh	GASC-1 inh	proCasp7 act	Efflux pump mplx	TPT1 inh	CTSL1 counter	HCV core dimer	PP1 inh	procasp3 activ
N#CCCN(C(=O)COC(=O)c1ccc(S(=O)(=O)N2CCOCC2)cc1)c1ccccc1	.	3	1	-0.3	.	.	.	.	10
Cc1ccccc1OCc1nnc(SCC(=O)O)n1-c1ccccc1	2.6	-8	5	0.0	-5	0	3	0	-1
COc1ccc(-c2cn[nH]c2-c2ccc(OCc3ccc([N+](=O)[O-])cc3)cc2O)cc1	6.6	-19	8	0.1	-2	1	-3	2	2
CCOc1ccc(OCCOCCOc2ccccc2Cl)cc1	0.2	21	1	0.0	1	3	8	-3	2
COc1cc(C(=O)OCC(=O)NC(=O)NC2CCCCC2)cc(Cl)c1OC	4.7	i	-10	0.0	5	3	-3	4	0
CC(C)(C)NC(=O)Cn1nnc(-c2ccccc2Cl)n1	-2.0	-15	16	-0.1	1	-1	-2	-5	-1
Nc1ncnc2c1nc(SCCO)n2Cc1ccccc1	1.3	-5	-1	-0.1	-4	1	0	2	-8
O=C(CN1CCC(NC(=O)Cc2ccccc2)CC1)Nc1ccccc1Br	0.5	12	15	0.8	1	3	-6	-1	-3
COc1ccc(C2(CNC(=O)CCC(=O)O)CCCC2)cc1OC	0.1	-3	3	0.2	0	-5	-1	-2	3
N/C(=N\OC(=O)CC1CCCCC1)c1ccncc1	-2.0	-19	-4	0.1	6	0	-8	-3	-5
Cc1ccccc1CSCCNC(=O)COc1ccc(Cl)cc1	3.1	2	2	0.3	0	0	0	2	-11

Quoted from the listing:
In proCasp7 act, `O=C(Nc1cccc(C(F)(F)F)c1)C(Sc1cccc[n+]1[O-])c1ccccc1` (stereo unspecified) has -6
In HCV core dimer, `CCC(C)c1ccc(C(C)NC(=S)NCc2ccc(F)cc2)cc1` (stereo unspecified) has 2
